# Screening results as filed in PubChem.
# MC4R ag barr: MC4R agonists recruiting beta-arrestin, primary screen, cell-based, luminescence, agonist arm of biased-ligand search | actives 0.98% (n = 360,000) | Melanocortin receptor 4 (Homo sapiens), P32245 | activation, % at 8.9 µM | AID 540308, 2011 | U2OS MC4R beta-arrestin complementation; percent of melanotan II response, DMSO zero;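 active means activation above a per-plate cutoff, the mean activation of sample wells on that plate plus 3 SD, cut at about 8% in these data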
# Exocytosis inh: LAMP-1 surface exposure blockers, TALL-104 cells – cell-based, flow cytometry, MLPCN library, primary screen; TALL-104 LAMP-1 surface exposure; cells stimulated with thapsigargin and PMA; inhibition, % at 10 µM; actives 0.66% (n = 360,000); AID 651702, 2012;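 active means inhibition above about 55%, limit read from the data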
# Cardio protect: cardioprotection against H2O2-induced cell death, primary screen, uHTS, H9c2 cells, ATPLite luminescence; H9c2 cardiomyocytes, H2O2 injury protection, 2 h; protection from H2O2 cell death, % at 20 µM; actives 0.63% (n = 360,000); AID 588492, 2011;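 active means compounds giving at least 50% protection of heart cells from peroxide-induced death in the single-dose screen, raw or plate-pattern-corrected value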;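 further: 0% = DMSO wells with peroxide and 100% = DMSO wells without peroxide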
# iPSC survival up: enhancers of single-cell hiPSC survival, primary screen, ATPlite luminescence. actives 0.044% (n = 360,000). AID 602274, 2012. 100% = ROCK inhibitor wells, 0% = DMSO. survival enhancement, % at 20 µM; in the data active means survival enhancement above about 18%;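 further: cells exposed to compounds for 16 hours before the ATP read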
# HTR2A ag: mouse Htr2a agonists via beta-arrestin recruitment, primary screen, cell-based, luminescence; 5-hydroxytryptamine receptor 2A (Mus musculus), P35363; CHO-K1 mHTR2A beta-arrestin complementation; percent of 30 µM serotonin response; activation, % at 7.6 µM; actives 0.66% (n = 360,000);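 active means activation above a run cutoff, the mean activation of all tested compounds plus 3 SD, cut at about 14% in these data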;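 further: 0% = plate median of compound wells and 100% = 30 µM serotonin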
# ABHD5 PLIN5 PPI: ABHD5-PLIN5 interaction inhibitors, primary screen, cell lysate, split luciferase complementation, luminescence; inhibition, % at 4 µM; Split G. princeps luciferase complementation, 4 h; actives 0.78% (n = 360,000); Perilipin-5 (Homo sapiens) + 1-acylglycerol-3-phosphate O-acyltransferase ABHD5 (Homo …;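 active means inhibition above the mean inhibition across every tested compound plus 3 SD, cut at about 22% in these data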;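 further: 0% = DMSO only wells and the 100% control is not disclosed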
# MC4R antag cAMP: MC4R antagonists of cAMP signaling, primary screen, cell-based, TR-FRET, antagonist arm of biased-ligand search; inhibition, % at 6.5 µM; actives 0.48% (n = 360,000); Melanocortin receptor 4 (Homo sapiens), P32245; MC4R-expressing cells, MTII-stimulated cAMP, LANCE TR-FRET;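 active means inhibition above its plate's cutoff, the mean of tested wells on that plate plus 3 SD, cut at about 29% in these data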;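 further: 0% = Melanotan II alone and 100% = Melanotan II plus saturating MCL0020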
#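 Assay system: U2OS cells stably expressing human melanocortin 4 receptor (MC4R) / Dosing: 6.5 µM / Timing: compound 30 min, challenge 1 h, detection 1 h / Measured by: Eu-cAMP/anti-cAMP TR-FRET, emission 671 nm / Replicates: singlicate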
# N-glyco inh: increase of ERlucT glycosylation luciferase signal, primary screen, N-linked glycosylation inhibitor project, D54 ERlucT cells, luminescence, set 2. D54 ERlucT glycosylation luciferase reporter, 24 h; percent of 100 nM tunicamycin response. reporter increase, % at 12.5 µM. actives 0.23% (n = 360,000). AID 588692, 2011;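 active means mean luciferase reporter signal, scaled so untreated is 0 and the glycosylation-blocking control 100, at or above a set limit in every replicate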;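 further: luciferase carries N-glycosylation sites so blocking glycosylation raises the light; 0% = median of neutral control wells and 100% = median of 100 nM tunicamycin wells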
# ABCB6 inh 2: ABCB6 transporter inhibitors, primary screen, K562-ABCB6 cells, flow cytometry, MLPCN library | ATP-binding cassette sub-family B member 6 (Homo sapiens), Q9NP58 | K562-ABCB6 porphyrin accumulation, 1 h; active compounds read low | fluorescence ratio to DMSO, % at 10 µM | actives 0.19% (n = 360,000);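 active means fluorescence ratio to DMSO below 75%, the collection mean minus 3 SD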;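 further: signal is porphyrin accumulated inside mitochondria; 100% equals median channel fluorescence of DMSO control wells; lower ratio means ABCB6 inhibition with less porphyrin fluorescence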
# Target sequence (Q9NP58 whole entry, looked up): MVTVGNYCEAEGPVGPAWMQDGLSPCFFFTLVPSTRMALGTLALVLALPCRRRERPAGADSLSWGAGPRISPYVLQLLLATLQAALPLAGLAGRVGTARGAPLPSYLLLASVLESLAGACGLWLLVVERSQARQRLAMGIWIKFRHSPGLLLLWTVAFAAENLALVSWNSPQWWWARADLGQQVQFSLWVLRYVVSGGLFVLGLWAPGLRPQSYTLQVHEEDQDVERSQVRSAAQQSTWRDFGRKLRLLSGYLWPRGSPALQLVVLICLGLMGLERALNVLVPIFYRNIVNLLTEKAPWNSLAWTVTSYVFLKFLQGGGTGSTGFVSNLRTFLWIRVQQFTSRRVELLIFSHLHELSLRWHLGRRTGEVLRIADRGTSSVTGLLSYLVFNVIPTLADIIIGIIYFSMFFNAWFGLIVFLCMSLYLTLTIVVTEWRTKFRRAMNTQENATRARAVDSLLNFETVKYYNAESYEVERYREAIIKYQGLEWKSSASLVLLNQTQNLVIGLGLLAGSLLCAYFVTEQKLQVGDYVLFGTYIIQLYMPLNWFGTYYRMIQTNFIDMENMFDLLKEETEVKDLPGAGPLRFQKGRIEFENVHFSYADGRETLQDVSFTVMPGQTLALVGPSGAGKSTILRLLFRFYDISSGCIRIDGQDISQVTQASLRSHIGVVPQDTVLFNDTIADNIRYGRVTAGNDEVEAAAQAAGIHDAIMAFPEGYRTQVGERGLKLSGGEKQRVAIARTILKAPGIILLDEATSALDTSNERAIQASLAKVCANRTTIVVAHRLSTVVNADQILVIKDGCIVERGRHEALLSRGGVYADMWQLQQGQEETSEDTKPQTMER
# aDG glyco up: activators of alpha-DG glycosylation, primary screen, uHTS, Pro5-aDG cells, AlphaScreen. activation, % at 10 µM. actives 0.22% (n = 360,000). alpha-DG glycosylation AlphaScreen (IIH6); 0% Pro5, 100% B10-LARGE cell signal;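 active means activation of at least 8% versus controls, or a plate z-score of at least 8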;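 further: Pro5 are CHO cells carrying HIG-tagged alpha-DG that lacks glycosylation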
# Active calls of the source: *; nt = not tested or not shown.
SMILES,MC4R ag barr,Exocytosis inh,Cardio protect,iPSC survival up,HTR2A ag,ABHD5 PLIN5 PPI,MC4R antag cAMP,N-glyco inh,ABCB6 inh 2,aDG glyco up
O=C1OC(c2ccc3c(c2)OCO3)N(C(=O)c2ccc(Cl)c(Cl)c2)c2ccccc21 (stereo unspecified),-0.8,0,-22,4.7,3,-1,1,0,93,0.0
CSCCC(C(=O)NC(C)(C)C)n1c(-c2ccc(C)cc2)nc2ccccc21 (stereo unspecified),nt,-9,nt,nt,-8,3,nt,nt,nt,0.2
Cc1ccc(OCc2cc(C(=O)NC3CCc4ccccc43)no2)cn1 (stereo unspecified),-3.3,1,-16,-0.2,0,-17,2,0,83,1.8
O=C(CSc1nc2c(cnn2-c2ccc(F)cc2)c(=O)[nH]1)N1N=C(c2cccs2)CC1c1ccc(F)cc1 (stereo unspecified),-2.0,18,10,-0.6,-2,-4,15,3,99,0.1
CCC(=O)NC1=C(C#N)C2(CCCC2)Cc2ccccc21,-1.1,1,7,0.2,-5,15,4,0,90,0.0
COc1ccc(C2=NNC(=O)C2(C)Br)cc1 (stereo unspecified),-1.7,1,4,-1.1,-2,-9,4,-1,93,0.0
O=C(CS(=O)(=O)c1ccc(Cl)cc1)Nc1nccs1,-0.7,1,0,0.3,-1,-5,2,0,98,0.1
CN(Cc1ccccc1)C(=O)c1cc2cc(F)ccc2[nH]1,1.4,-6,1,-0.5,-3,-11,1,0,100,0.0
Cn1c(O)c(N=Nc2ccc(F)cc2)c2ccccc21,-0.5,-6,-8,-0.4,4,-8,8,3,100,-0.2
COc1ccccc1CC(=O)N(CCC1=CCCCC1)c1c(N)n(Cc2ccccc2)c(=O)[nH]c1=O,-4.2,-6,2,-0.5,-3,-2,6,-1,99,0.2
CC(NCc1ccc([N+](=O)[O-])cc1)C1COc2ccccc2O1 (stereo unspecified),0.7,-16,0,0.1,3,-3,10,-2,94,0.3
CN(C)c1ccc(NC(=O)COC(=O)c2cc(=O)c3ccccc3o2)cc1,-1.7,-1,-3,0.2,0,-10,6,1,102,-0.1
CN(C)c1ccc(CNC(=O)C2CCN(S(=O)(=O)c3ccc4c(c3)CCCC(=O)N4)CC2)cc1,-2.7,0,0,-0.4,3,2,1,5,110,0.0
CCN(CC)CCN1C(=O)C(=O)/C(=C(/O)c2ccc(Cl)cc2)C1c1ccncc1 (stereo unspecified),2.6,-2,-4,-0.5,4,1,25,0,101,0.1
CCOc1ncccc1C(=O)OCC(=O)NCc1cccs1,-1.6,-16,7,0.5,-9,6,2,0,97,0.0
Cc1cc(C)c2c(=O)n3c(nc2c1)C(Cc1ccccc1)NC(=O)c1cc2ccccc2cc1-3 (stereo unspecified),-0.8,0,-14,-0.2,1,-1,0,1,97,-0.1
COc1cccc(CNC(=O)C(Cc2ccccc2)n2cccc2)c1 (stereo unspecified),-1.6,5,3,-0.3,-2,-2,-8,1,100,0.3
OC[C@@H](O)[C@@H](O[C@H]1O[C@H](CO)[C@@H](O)[C@H](O)[C@H]1O)[C@H](O)[C@@H](O)CO,-0.1,-5,-6,2.0,2,3,0,2,104,0.0
CC(C)c1cccc(-c2csc(C(O)c3ccco3)n2)c1 (stereo unspecified),0.1,-2,-5,0.3,2,3,10,1,99,0.1
CS(=O)(=O)N1CCc2cc(C(=O)OCC(=O)c3ccccc3)ccc21,-1.9,-2,-4,-1.1,1,-4,2,0,95,-0.2
CCCC(=O)Nc1c(-c2ccccc2)c(=O)c(C)nn1-c1ccccc1,0.4,5,1,-0.1,1,-8,-7,-2,99,-0.2
CC(C)CCNC(=O)CSc1nc2ccccc2c(=O)[nH]1,-0.1,-2,24,1.0,4,4,6,-1,94,-0.1
COCCNC(=O)CCC(=O)NNc1nc2ccccc2c2nc(-c3ccccc3)nn12,-0.1,3,10,0.0,2,4,5,4,91,-0.3
CC(C)CN1CC(C)C(=O)N(c2ccccc2)C1=O (stereo unspecified),-0.5,-8,0,-1.8,-4,-6,6,0,99,0.3
Cc1ccnc(NC(=O)CNC(=O)Cc2cccc3ccccc23)c1,0.6,-4,2,-0.4,-3,-11,-5,-4,98,0.1
SMILES,MC4R ag barr,Exocytosis inh,Cardio protect,iPSC survival up,HTR2A ag,ABHD5 PLIN5 PPI,MC4R antag cAMP,N-glyco inh,ABCB6 inh 2,aDG glyco up
COCCN1C(=O)C(=O)/C(=C(/O)c2ccc(S(=O)(=O)N3CCOCC3)cc2)C1c1ccc(O)c(OC)c1 (stereo unspecified),-1.1,0,1,-0.4,3,-3,3,1,103,0.0
COc1ccc(OC2OC3COC(C)(C)OC3C(O)C2NC(C)=O)cc1 (stereo unspecified),-0.8,2,4,-0.9,-1,-10,2,1,89,-0.4
CC(C)(C)OC(=O)N[C@H](C(=O)OC(C)(C)C)c1ccc(C(F)(F)F)cc1,3.8,12,-1,-2.3,3,-1,6,-2,96,-0.3
Cn1c(=O)[nH]c2cc3ccccc3cc21,-2.8,1,1,0.5,4,5,15,9,92,0.4
O=C(c1ccccc1)c1ccc2ccccc2c1,4.0,-1,-12,4.3,-9,-5,5,0,98,-0.3
CC(=O)C1=C(C)NC(SCc2cccc([N+](=O)[O-])c2)=C(C#N)C1c1ccco1 (stereo unspecified),-0.3,9,6,-0.1,-6,3,-23,0,114,-0.4
Cc1ccc(N2C(=O)N(CC(=O)Nc3ccccc3C(F)(F)F)C(=O)C2C)cc1 (stereo unspecified),-1.9,0,6,-0.4,-6,-3,7,-1,103,0.1
O=C(O)c1cccc(S(=O)(=O)N2CCOCC2)c1,-0.1,1,2,4.3,-4,-2,11,0,105,0.1
COc1ccc(NC(=O)CSCc2ccc([N+](=O)[O-])cc2)cc1OC,-0.8,1,5,-0.2,-5,-8,9,2,98,0.1
CCOc1ccc(NC(=O)CCC(=O)NNS(=O)(=O)c2ccccc2[N+](=O)[O-])cc1,-1.4,0,2,-1.4,-1,-2,16,-1,101,1.5
COc1cccc(CNS(=O)(=O)c2cc3c4c(c2)CCN4C(=O)CC3)c1,0.0,-2,-6,-0.5,18*,2,11,2,96,-0.2
COc1cccc(C2c3[nH]c4ccccc4c3CCN2C(=O)c2ccccc2F)c1OC (stereo unspecified),-2.5,5,-3,-0.5,-6,-1,11,-2,102,0.1
CCCn1c(NC(=O)c2cccc(S(=O)(=O)N3CCCC3)c2)nc2ccccc21,1.1,-2,99*,-4.1,-3,8,8,-15,90,0.0
CC1=[N+]([O-])C(C)(C)CC(C)(C)c2ccccc21,-2.0,-3,5,12,2,1,8,2,110,0.1
Cc1ccc(SCc2c(C(=O)N/N=C/C3CC=CCC3)nnn2-c2nonc2N)cc1 (stereo unspecified),2.1,12,12,0.8,-6,-5,4,2,101,0.0
CO/N=C/c1ccc(Sc2ccc(C)cc2)c([N+](=O)[O-])c1,-0.5,-10,-13,4.4,-3,2,29*,-1,107,0.0
COCc1cc(=O)[nH]c(Nc2nc3ccc(C)cc3o2)n1,-3.2,-4,25,-0.3,-3,-1,2,-2,101,1.6
O=C(COC(=O)c1cncc(Br)c1)Nc1nnc(-c2ccccc2)o1,-1.2,4,19,-0.2,3,-1,4,1,104,0.2
S=c1[nH]nc(-c2ccncc2)n1/N=C/c1ccccc1,-2.0,8,4,0.4,-4,6,11,2,98,-0.3
O=C(Nc1ccc(Oc2ccccc2)nc1)[C@H]1O[C@@H](n2ccc(=O)[nH]c2=O)[C@H](O)[C@@H]1O,nt,4,3,2.5,-2,-5,nt,2,95,-0.2
Cc1cc(C)c[n+](C2=C([O-])c3ccccc3C(=O)/C2=N\S(=O)(=O)c2cccs2)c1,-1.6,15,-35,-4.9,1,0,-13,-4,101,1.2
C[n+]1ccc(/C=C/c2ccc(Br)cc2)cc1,-0.7,-8,1,-1.2,-1,8,0,-1,119,0.2
CCCc1cc(=O)oc2cc(C)cc(O)c12,-1.7,3,-14,7.6,3,-7,6,-1,97,-0.2
COC(=O)c1c(-c2ccccc2)csc1NC(=O)CSc1ncnc2sc(C)c(C)c12,-0.5,0,-23,2.9,2,5,4,2,99,1.9
CCn1c(SCC(=O)Nc2ccc(C(=O)OC)cc2)nnc1-c1cccs1,-0.7,-2,0,-1.4,-1,0,1,3,94,0.3
SMILES,MC4R ag barr,Exocytosis inh,Cardio protect,iPSC survival up,HTR2A ag,ABHD5 PLIN5 PPI,MC4R antag cAMP,N-glyco inh,ABCB6 inh 2,aDG glyco up
Cc1ccc(S(=O)(=O)N2CCCCC2CCNC(=O)C(=O)NC2CC2)cc1 (stereo unspecified),-5.1,-12,7,0.3,0,-4,11,4,96,-0.2
CC(C)NC(=O)c1cnc(Sc2ncc(C(F)(F)F)cc2Cl)n1C,3.6,-2,4,2.8,-4,4,-2,0,97,0.0
CCC1Oc2ccccc2N(CC(=O)NCCCN2CCN(CC)CC2)C1=O (stereo unspecified),-2.4,-3,-2,0.1,-4,3,2,-1,97,-0.1
Cc1ccc([C@@H]2CC=C(C(=O)O)[C@H](c3ccc(Br)cc3)N2S(=O)(=O)c2ccccc2C)cc1,-2.5,0,2,1.6,5,-6,0,-1,100,0.0
Cc1cc(C)cc(OCc2nnc(SCC(=O)c3ccccc3)o2)c1,-1.4,-2,-5,-2.7,-1,-5,4,-1,98,0.1
S=C(NCCc1ccccc1)Nc1ncccn1,-1.6,1,-4,1.4,2,1,-4,-1,97,0.0

# Three entries from above, sorted by their value in aDG glyco up, lowest first.
molecule | MC4R ag barr | Exocytosis inh | HTR2A ag | ABHD5 PLIN5 PPI | MC4R antag cAMP | N-glyco inh | ABCB6 inh 2 | aDG glyco up
Cc1ccc(S(=O)(=O)N2CCCCC2CCNC(=O)C(=O)NC2CC2)cc1 (stereo unspecified) | -5.1 | -12 | 0 | -4 | 11 | 4 | 96 | -0.2
CCC1Oc2ccccc2N(CC(=O)NCCCN2CCN(CC)CC2)C1=O (stereo unspecified) | -2.4 | -3 | -4 | 3 | 2 | -1 | 97 | -0.1
Cc1cc(C)cc(OCc2nnc(SCC(=O)c3ccccc3)o2)c1 | -1.4 | -2 | -1 | -5 | 4 | -1 | 98 | 0.1
